# MrgX1 antag – blocks BAM8-22 activation of human MrgX1 receptor. AID 588676. 310,000 compounds, 1.3% hits. MRGX1-HEK293 calcium flux, Fluo-4, BAM8-22 antagonism; active compounds read low. Q96LB2. B-score at 10 µM;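 active = calcium-response B-score plate-corrected more than 3 library SD below zero, starting fluorescence within 5 deviations, no agonist response on first addition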;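 also: peak minus trough fluorescence over baseline after final BAM8-22 challenge near maximal dose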
# Target sequence (Q96LB2 whole entry, looked up): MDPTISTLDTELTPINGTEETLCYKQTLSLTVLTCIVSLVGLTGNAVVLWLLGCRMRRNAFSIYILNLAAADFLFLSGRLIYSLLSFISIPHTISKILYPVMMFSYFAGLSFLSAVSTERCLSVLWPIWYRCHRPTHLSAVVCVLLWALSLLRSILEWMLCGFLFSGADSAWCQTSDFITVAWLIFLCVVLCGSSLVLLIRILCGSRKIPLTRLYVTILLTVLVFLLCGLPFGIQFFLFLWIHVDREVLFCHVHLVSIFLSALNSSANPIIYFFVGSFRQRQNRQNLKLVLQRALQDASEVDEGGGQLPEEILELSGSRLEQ
# TRPC4 agonist – activators of mouse TRPC4 channel. HEK293 TRPC4beta/mu-opioid, Fluo4 calcium fluorescence; active compounds read high. AID 2237. 310,000 compounds, 0.49% hits. Q9QUQ5. B-score at 10 µM;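 active = B-score above 5 SD of library B-scores, and initial fluorescence ratio not above library mean plus 5 SD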;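 also: positive B-score marks a calcium rise read as TRPC4 activation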
#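 Material: HEK293 stable line with TRPC4beta plus mu-opioid receptor; technique: Fluo4 calcium-sensitive dye fluorescence, kinetic, 1 Hz baseline; timing: Fluo4 dye loading 45 min at room temperature, 110 s recording; controls: assay buffer as low control, maximal DAMGO as high control; read-out: integrated baseline-normalised fluorescence ratio, converted to per-well B score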
# MrgX1 allo act – allosterically activates human MrgX1 receptor signaling; Q96LB2; MrgX1-HEK293, Fluo-4 calcium flux, FDSS; active compounds read high; B-score at 10 µM; 310,000 compounds, 0.63% hits;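 active = plate-corrected calcium response at least 3 library SD above typical, normal starting fluorescence, not activating the receptor alone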;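 also: compound read alongside a low EC10 to EC30 dose of BAM8-22 agonist; peak minus trough fluorescence over baseline measured at the second addition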
# SKKanGAS inh – inhibitors of SKKanGAS S. pyogenes growth in kanamycin (SK-promoter or general growth effect) | BacTiter-Glo, 6 h | inhibition, % at 7.5 µM | 300,000 compounds, 1.3% hits;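 active = mean replicate score, as percent of positive control median, at least 50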;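 also: strain carries kanamycin resistance gene driven by streptokinase promoter and grows in 40 µg/ml kanamycin; loss of luminescence reflects streptokinase promoter inhibition or plain growth inhibition; 0% = median of DMSO wells and 100% = positive control at its reference dose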
# TRPC4 potent – TRPC4 (mouse) allosteric potentiation; 310,000 compounds, 0.42% hits; HEK293 TRPC4beta/mu-opioid, DAMGO EC20, Fluo-4 Ca2+ flux; active compounds read high; B-score at 10 µM;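 active = B-score of calcium response area above 5 SD of library B-scores, with initial fluorescence ratio within 5 SD of library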;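 also: B-score of integrated fluorescence ratio over time as area under calcium response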
# MrgX1 ag – agonists of human MrgX1 receptor; Q96LB2; MrgX1-HEK293 cells, Fluo-4 calcium fluorescence, agonist mode; active compounds read high; B-score at 10 µM; 310,000 compounds, 0.44% hits; AID 588627;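 active = calcium response B-score plate-corrected fluorescence ratio at least 3 library SD, with starting fluorescence B-score inside 5 SD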
#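 times = overnight plating, then 30 min 37 °C plus 30 min room-temperature dye loading | assay system = stable human MrgX1 HEK293 cell line | input = fifteen thousand cells per well | signal = kinetic calcium dye fluorescence, Fluo-4 NW | dosing = compound delivered in addition one of three | read-out = B-scored fluorescence response ratio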
# ANO1 activ – activates or potentiates the mouse TMEM16A chloride channel; Q8BHY3; HEK293 TMEM16A/YFP-H148Q/I152L, iodide quench fluorescence; active compounds read low; B-score at 10 µM; 340,000 compounds, 0.3% hits;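 active = fluorescence-ratio B-score plate-corrected deviation score at least 3 library SD below zero, with starting fluorescence score within 5 deviations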;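 also: channel opened by trigger with iodide after compound preincubation; score built on the fluorescence ratio of max minus min over baseline; more negative score means more quench and so TMEM16A activation or potentiation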
# TMEM16A inh – mouse TMEM16A channel inhibition, primary screen; Q8BHY3; HEK293 TMEM16A/YFP iodide influx fluorescence, ionomycin; normalized B-score (activity score, 25-100; higher = stronger inhibition) at 10 µM; 310,000 compounds, 1.2% hits; AID 588511;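 active = ratio plate-corrected score three or more library SD toward inhibition, starting fluorescence score within five deviations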;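 also: score derived from kinetic fluorescence span divided by baseline fluorescence per well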
# TRPC6 inh – mouse TRPC6 channel inhibition; B-score at 10 µM; 310,000 compounds, 1.1% hits; Q61143; HEK293-TRPC6, membrane potential dye, ACh-evoked depolarization; active compounds read low;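 active = B-score under library mean minus 3 SD, initial fluorescence not abnormally high, positive integrated signal ratio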;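 also: B-score derived from integrated fluorescence ratio over the kinetic read; more negative B-score means stronger inhibition of depolarization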
# TRPC4 block – blocks the mouse TRPC4 cation channel; Q9QUQ5; B-score at 10 µM; 300,000 compounds, 0.39% hits; AID 2247; HEK293 TRPC4beta/mu-opioid, DAMGO-evoked Fluo4 calcium flux; active compounds read low;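 active = B-score over 3 SD under the library average, no early fluorescence shift, positive overall ratio signal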
#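 Material: HEK293 cells with stable TRPC4beta plus mu-opioid receptor expression / Probe or stimulus: DAMGO in two steps, submaximal then maximal / Compound: single concentration per test compound / Technique: kinetic Fluo4 fluorescence imaging of calcium influx / Read-out: per-well B score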
# TRPC6 act – activates the mouse TRPC6 cation channel | HEK293-TRPC6 membrane potential dye fluorescence; active compounds read high | 310,000 compounds, 0.13% hits | B-score at 10 µM | Q61143;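 active = B-score of the integrated fluorescence ratio above library mean plus 3 SD, and starting fluorescence ratio within library mean plus 5 SD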;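 also: higher score means more depolarization so channel activation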
# * = called active by the depositor; i = inactive; nt = no result given.
SMILES,MrgX1 antag,TRPC4 agonist,MrgX1 allo act,SKKanGAS inh,TRPC4 potent,MrgX1 ag,ANO1 activ,TMEM16A inh,TRPC6 inh,TRPC4 block,TRPC6 act
O=C(O)c1ccc(Cn2ccc3ccccc32)o1,i,i,i,15,i,i,i,i,i,i,i
Cc1ccc(C)c(S(=O)(=O)NCc2ccc(C(=O)N3CCN(c4ccccc4)CC3)cc2)c1,i,i,i,8,i,i,i,i,i,i,i
CCOC(=O)c1c(-c2ccc(F)cc2)csc1NC(=O)C1CC=CCC1C(=O)O (configuration not stated),i,i,i,18,i,i,i,i,i,i,i
COc1cccc(N(CC(=O)NCC2CCCO2)C(=O)CNS(=O)(=O)c2ccccc2)c1 (configuration not stated),i,i,i,-7,i,i,i,i,i,i,i
COc1cccc(C(C(=O)NC2CCCC2)N(Cc2ccc(C)cc2)C(=O)c2ccco2)c1OC (configuration not stated),i,i,i,0,i,i,i,i,i,i,i
Cc1ccccc1-n1ncc2c(SCC(=O)NC3CCCC3)ncnc21,i,i,i,0,i,i,i,i,i,i,i
CCCCOC(=O)Nc1nc2ccc([N+](=O)[O-])cc2s1,i,i,i,-6,i,i,i,i,i,i,i
CN(CCc1ccccn1)C(=O)CCC1CCCN(C(=O)c2ccc3c(c2)OCCO3)C1 (configuration not stated),i,i,i,-1,i,i,i,i,i,i,i
CC(C)C(OC(=O)Cn1nnc2ccccc21)C(=O)NC1CCCC1 (configuration not stated),i,i,i,-3,i,i,i,i,i,i,i
COc1ccc(NC(=O)C2CC(=O)OC23CCCCC3)cc1 (configuration not stated),i,i,i,1,i,i,i,i,i,i,i
COc1ccc(NC(C)=O)cc1CNC(=O)COc1c(C)c(C)cc(C)c1C,i,i,i,2,i,i,i,i,i,i,i
COc1ccc(N/N=C(/C#N)S(=O)(=O)c2nsc(C)c2C#N)cc1,i,i,i,9,i,i,i,i,i,i,i
CCCCOC(=O)c1ccc(NC(=O)C(=O)NCCN(CC)CC)cc1,i,i,i,1,i,i,i,i,i,i,i
CCn1c(=NC(=O)CS(=O)(=O)c2ccccc2)sc2cccc(OC)c21,i,i,i,-3,i,i,i,i,i,i,i
CCCCCCC(=O)N(O)C1CC(=O)N(c2ccccc2)C1=O (configuration not stated),i,i,i,2,i,i,nt,i,i,i,i
O=C(NC(=S)NNC(=O)c1ccccc1[N+](=O)[O-])c1ccc(Br)cc1,i,142*,i,63*,i,i,i,i,i,i,i
O=C(O)C1C2CCC(C2)C1C(=O)NCCCn1ccnc1 (configuration not stated),i,i,i,7,i,i,i,i,i,i,i
Cc1cc(C)nc(SCC(=O)OCC(=O)Nc2nc3ccccc3s2)n1,i,i,i,-4,i,i,i,i,i,i,i
COCC(=O)N1CCC(Oc2ccc(C(=O)NC(C)c3nc(C)sc3C)cc2)CC1 (configuration not stated),i,i,i,-2,i,i,i,i,i,i,i
Nc1cc(N)nc(SCC(=O)Nc2ccccc2N2CCOCC2)n1,i,i,i,-10,i,i,i,i,i,i,i
CCOC(=O)C1=C(C)N=C2SC(C)C(=O)N2C1c1ccc(OC(C)=O)c(OC)c1 (configuration not stated),i,i,i,21,i,i,i,i,i,i,i
COC(=O)C1(C)NC(c2cccs2)C2C(=O)N(c3ccccc3F)C(=O)C21 (configuration not stated),i,i,i,-7,i,i,nt,i,i,i,i
N#Cc1nc(-c2ccccc2Cl)oc1NCc1ccco1,i,i,i,3,i,i,-4.7*,i,i,i,i
Cc1ccc(/C=N/NC(=O)Cn2nnc(N)n2)o1,i,i,i,37,i,i,i,i,i,i,i
NNc1nc(-c2ccccc2)cc(-c2ccc(Br)cc2)n1,i,i,i,46,i,i,i,i,i,i,i
CCn1c(O)c(/C=C2\C=Nc3ccccc32)sc1=Nc1ccccc1,i,i,i,8,i,i,i,i,i,i,i
CCN(CCCNC(=O)Cn1ncc2c([nH]c3ccc(C)cc32)c1=O)c1cccc(C)c1,i,i,i,1,i,i,i,i,i,i,i
CCOc1ccc2[nH]c(=O)c(CN(Cc3nnnn3CCc3ccccc3)CC3CCCO3)cc2c1 (configuration not stated),i,i,i,-15,i,i,i,i,i,i,i
COc1ccc2nc(SCC(=O)N3CC(=O)Nc4ccccc43)c(C#N)cc2c1,i,i,i,10,i,i,i,i,i,i,i
Cc1ccc(S(=O)(=O)N2CCCC(N3CCOCC3)C2)cc1Cl (configuration not stated),i,i,i,0,i,i,i,i,i,i,i
CC(C)(C)CNc1cc(N2CCOCC2)ccc1[N+](=O)[O-],i,i,i,2,i,i,i,i,i,i,i
Cc1cnc(NC(=O)c2c(-c3ccccc3)noc2C)s1,i,i,i,0,i,i,i,i,i,i,i
N#CCC(=O)Nc1ccc(C(=O)N2CCN(c3ccccn3)CC2)cc1,i,i,i,1,i,i,i,i,i,i,i
CCCCCn1c(N)c(-c2nc3ccccc3o2)c2c([N+](=O)[O-])nn(C)c(=O)c21,i,i,i,0,i,i,i,i,i,i,i
O=C(NCCN1CCCCC1)Nc1cccc(F)c1,i,i,i,-1,i,i,i,i,i,i,i
Cc1cccc2c1cnn2C(=O)CCC(=O)NCc1ccc(F)cc1,i,i,i,-2,i,i,i,i,i,i,i
CCC(C(=O)NCCN1CCOCC1)n1nc(C)n2c(cc3sccc32)c1=O (configuration not stated),i,i,i,5,i,i,i,i,i,i,i
COc1ccc(-n2nc(C(=O)NCC(=O)NCc3ccccc3OC)c3ccccc3c2=O)cc1,i,i,i,-4,i,i,i,i,i,i,i
Nc1nc(SCC(=O)Nc2ccc([N+](=O)[O-])cc2)n[nH]1,i,i,i,-3,i,i,i,i,i,i,i
Cc1ccc2c(c1)N(CCC(=O)NCc1ccco1)C(=O)CO2,i,i,i,2,i,i,i,i,i,i,i
O=C1c2ccccc2C(=O)N1CC(O)COc1ccc(Cl)cc1 (configuration not stated),i,i,i,-3,i,i,i,i,i,i,i
O=c1c(-c2ccc(F)cc2)[n+]([O-])c2ccccc2n1OCc1ccccn1,i,i,i,-1,i,i,i,i,i,i,i
O=C(O)CN1CCN(Cc2ccccc2)C1=O,i,i,i,-10,i,i,i,i,i,nt,i
O=C(OCc1nc2scc(-c3ccccc3)c2c(=O)[nH]1)c1cc([N+](=O)[O-])ccc1Cl,i,i,i,4,i,i,i,i,i,i,i
CC(C)c1ccc(N2C(=O)C3C4C=CC(CC4)C3C2=O)cc1 (configuration not stated),i,i,i,1,i,i,i,i,i,i,i
O=c1cc[nH]c2ccc(Cl)cc12,i,i,i,-1,i,i,i,i,i,i,i
Cc1cccc([C@@H]2[C@@H]3C(=O)N(Cc4ccccc4)C(=O)[C@@H]3[C@]3(Cc4ccccc4)C(=O)N(c4cccc(F)c4)C(=O)N23)c1,i,i,i,-3,i,i,i,i,i,i,i
Cc1cc(Br)cc(Br)c1OCC(=O)NNC(=O)c1ccoc1C,i,i,i,-6,i,i,i,i,i,i,i
Cc1ccc2c(c1)nnn2C1CCN(C(=O)c2cccs2)CC1,i,i,i,-3,i,i,i,i,i,i,i
Cc1cc(Cl)cc(Cl)c1OCCOCCN(C)C,i,i,i,0,i,i,i,i,i,i,i
CC(Oc1ccccc1C(N)=O)C(=O)Nc1ccc(S(=O)(=O)N2CCCC2)cc1 (configuration not stated),i,i,i,13,i,i,i,i,i,i,i
COc1ccc(-c2nnc(NC(=O)CS(=O)(=O)c3ccc(F)cc3)o2)c(OC)c1,i,i,i,0,i,i,i,i,i,i,i
CCCCCCCNC(=O)C1(CC2CC(c3ccccc3)=NO2)CCN(C(=O)OC(C)(C)C)CC1 (configuration not stated),i,nt,i,nt,nt,i,i,i,nt,nt,nt
CC1CN(C(=O)c2cccc(S(=O)(=O)N3CCN(c4ccc(F)cc4)CC3)c2)CC(C)O1 (configuration not stated),i,i,i,-5,i,i,i,i,i,i,i
Cc1ccc2ccccc2c1COC(=O)c1nonc1N,i,i,i,-8,i,i,i,i,i,i,i
Cc1cccc(CSCCNC(=O)c2ccc(N(C)S(=O)(=O)c3ccccc3)cc2)c1,i,i,i,-2,i,i,i,i,i,i,i
Cc1ccccc1C(=O)Nc1ccc(C(=O)N/N=C/c2ccc(O)c(Br)c2)cc1,i,i,i,-4,i,i,i,i,i,i,i
CNc1ccc(S(=O)(=O)NC)cc1[N+](=O)[O-],i,i,i,-35,i,i,i,i,i,i,i
c1nc2nc3c(c(N4CCOCC4)n2n1)CCCC3,i,i,i,-3,i,i,i,i,i,i,i
COC(=O)Cn1c(=NC(=O)CN2C(=O)CCC2=O)sc2cc(S(N)(=O)=O)ccc21,i,i,i,-4,i,i,i,i,i,i,i

# Some values from above:
# SKKanGAS inh, CNc1ccc(S(=O)(=O)NC)cc1[N+](=O)[O-] = -35
# SKKanGAS inh, c1nc2nc3c(c(N4CCOCC4)n2n1)CCCC3 = -3

# 2 compounds from above, reduced to TRPC4 agonist, ANO1 activ and MrgX1 allo act:
smiles | TRPC4 agonist | ANO1 activ | MrgX1 allo act
Cc1cc(Cl)cc(Cl)c1OCCOCCN(C)C | i | i | i
Cc1ccc2ccccc2c1COC(=O)c1nonc1N | i | i | i

# (more compounds)
SMILES,MrgX1 antag,TRPC4 agonist,MrgX1 allo act,SKKanGAS inh,TRPC4 potent,MrgX1 ag,ANO1 activ,TMEM16A inh,TRPC6 inh,TRPC4 block,TRPC6 act
O=C(O)CCC1COc2ccccc2O1 (configuration not stated),i,i,i,-2,i,i,i,i,i,i,i
O=C(COc1nnc2ccccn12)N1CCN(S(=O)(=O)c2ccccc2)CC1,i,i,i,-6,i,i,i,i,i,i,i
CCCOC(=O)C1=C(C)NC2=C(C(=O)CCC2)C1c1cccc(OC)c1OC (configuration not stated),i,i,i,0,i,i,i,i,i,i,i
CCOC(=O)Cn1c(=O)oc2cc(S(=O)(=O)Nc3ccc(F)cc3)ccc21,i,47*,i,-2,i,i,i,i,i,i,i
Cc1nn(-c2ccc(NC(=O)c3ccncc3)cc2)c(C)c1Cl,i,i,i,-7,i,i,i,25*,i,i,i

# Bioassay records from PubChem BioAssay.
